# KB-V1 MDR tox: kills drug-selected multidrug resistant KB-V1 cells | Potency, µM (series often up to 46.1 µM), without a hit: at the highest dose activity change, negative = cytotoxicity, usual class: cytotoxic | 400,000 tested, 3.4% active | KB-V1 MDR cells viability, CellTiter-Glo, 72 h; further: potency means the concentration at half of the fitted maximal effect; on the % scale 0 is the no-effect control and ±100 the full control effect; nearly all actives have a fitted effect of over 60% in size
#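 KB-V1, DMEM (no phenol red) + 10% FBS; cpd pin-transferred, titration series; 72 h, 37 degrees C; CellTiter-Glo, luminescence. Data normalized, curve-fit.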
# HT1080 IDH1KD tx: kills HT-1080 cells with IDH1 knockdown; Potency, µM (top dose mostly 46.1 µM), for the others: top-dose activity, negative = toxicity, hits mostly cytotoxic; AID 686971; 360,000 tested, 2% active; HT-1080 IDH1 knockdown viability, ATP luminescence, 48 h;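 further: potency means the concentration at half of the fitted maximal effect; 0% = DMSO wells and -100% = cell-free medium wells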
#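 IDH1KD HT-1080 cells, 750/well, RPMI + 5% FBS; compound pinned after 2 h settling; 48 h, 37 °C; CellTiter-Glo luminescence; % activity normalised to DMSO and no-cell wells; curves fitted, classed by r2 and efficacy.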
# MCF10A rereplic: induces DNA re-replication in MCF 10a normal breast cells; Potency, µM (highest dose often 46.1 µM), for inactives: at the highest dose activity, positive = re-replication, actives largely listed as activators; MCF 10A DNA re-replication, Hoechst nuclear intensity, 48 h; 350,000 tested, 2.9% active; AID 624296; further: potency means the concentration at half of the fitted maximal effect; % of control where 0% means no effect; nearly all actives have a fitted effect of over 50% in size
# KB-3-1 tox: kills parental KB-3-1 adenocarcinoma cells | Potency, µM (doses to about 46.1 µM), for inactives: at the top dose activity change, negative = cytotoxic, most hits filed as cytotoxic | 400,000 tested, 1.4% active | KB-3-1 viability, CellTiter-Glo ATP luminescence, 72 h; further: potency means the concentration at half of the fitted maximal effect; on the % scale 0 is the no-effect control and ±100 the full control effect; nearly all actives have a fitted effect of over 60% in size
#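 Parental KB-3-1 adenocarcinoma cells in phenol-red-free DMEM with 10% FBS were pin-treated with compounds at several concentrations, incubated 72 h at 37 °C, and viability read by CellTiter-Glo luminescence; concentration-effect curves were fitted after normalization.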
# IL-1B inflam inh: blocks inflammasome-driven IL-1 beta release. THP-1 LPS/ATP IL-1B secretion, AlphaLISA, 16 h; active compounds read low. activity change, % at 57.5 µM. 360,000 tested, 4.7% active. AID 743279; in the data active means activity change below about -50%; inconclusive means mostly about -30% to -49%; further: on the % scale 0 is the no-effect control and ±100 the full control effect
#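 THP-1 cells pretreated 1 hr with compounds (up to 57.5 uM final), then stimulated with LPS (250 ng/mL final) plus ATP (1.25 mM final); secreted IL-1B measured by AlphaLISA after 16 hr, decreased signal indicating inhibition.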
# ATXN2 expr inh: ATXN2 expression inhibition. Potency, µM (doses to about 57 µM), without a hit: at the top dose activity change, negative = inhibition, actives largely listed as inhibitors. HEK-293 ATXN2-luciferase reporter, luminescence, 24 h. AID 1745845. 360,000 tested, 0.72% active; further: potency means the concentration at half of the fitted maximal effect; on the % scale 0 is the no-effect control and ±100 the full control effect; nearly all actives have a fitted effect of over 55% in size
#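 ATXN2-luciferase reporter cells (luciferase flanked by upstream and downstream ATXN2 gene portions) were treated 24 h at 37 °C with compounds at up to 57 uM. SteadyGlo luminescence gave expression; GF-AFC fluorescence gave viability.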
# HT1080-NT tox: kills 2HG-producing HT-1080-NT fibrosarcoma cells | HT-1080-NT fibrosarcoma viability, CellTiter-Glo ATP luminescence, 48 h | Potency, µM (highest dose often 46.1 µM), without a hit: at the highest dose activity, negative = less viability, usual class: cytotoxic | 360,000 tested, 1.6% active | AID 686970;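 further: NT is the 2HG producing partner of a matched IDH1 knockdown line; potency means the concentration at half of the fitted maximal effect; 0% = DMSO-treated cells and -100% = media-only wells without cells; nearly all actives have a fitted effect of over 55% in size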
#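 Fibrosarcoma NT cells, 750 per well in 5% FBS RPMI, were exposed to compound for 48 hours. Viability: CellTiter-Glo luminescence.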
# SW480 rerep: induces DNA re-replication in SW480 colon adenocarcinoma cells. SW480 DNA re-replication, Hoechst DNA content imaging, 48 h. Potency, µM (highest dose often 46.1 µM), without a hit: at the highest dose re-replication activation, most hits filed as activators. 340,000 tested, 1.8% active. AID 624297; further: potency means the concentration at half of the fitted maximal effect; % of control where 0% means no effect; nearly all actives have a fitted effect of over 55% in size
#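 First, 250 cells per well were seeded. Next, compound or vehicle (23 nL) was pinned in, plates sat 48 hr at 37 C. Finally Hoechst was added for 40 min before fluorescence scanning.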
# ATXN viability: cell viability loss in ATXN counter-screen. S2 cells (HEK-293 line with an ATXN2-luciferase reporter) viability, CellTiter-Fluor protease fluorescence, 24 h. Potency, µM (highest dose often 56.7 µM), usual class: cytotoxic. 400,000 tested, 0.49% active. AID 651635; further: potency means the concentration at half of the fitted maximal effect; nearly all actives have a fitted effect of over 40% in size
# Active calls of the source: *; i = inactive; ? = inconclusive; · = no result given; & = joins results of further samples; [ ] = remark or other dose. Unless noted, the call rests on the fitted dose curve; in most records, active means well fitted curve in the direction sought with a large enough effect; inconclusive means small, poorly fitted or top-dose-only effect, or another doubt; inactive means no such curve, though single readings can be large; an effect the other way counts as inactive or inconclusive.
# The line under a structure holds: KB-V1 MDR tox, HT1080 IDH1KD tx, MCF10A rereplic, KB-3-1 tox, IL-1B inflam inh, ATXN2 expr inh, HT1080-NT tox, SW480 rerep, ATXN viability
O=C(CSc1nnc(CNc2ccccc2)o1)N1CCN(C(=O)c2ccco2)CC1
 : -11%, -4%, 8%, 10%, 0, 4%, -1%, -6%, i
CCOC(=O)C1C(c2cccs2)NC(=O)NC1(O)C(F)(F)F (configuration not stated)
 : 3%, 0%, -11%, 6%, -6, 3%, -6%, -5%, i
COc1cccc(CC(=O)NCCCSc2ccccc2)c1
 : 2%, 0%, 1%, 6%, 5, 2%, 2%, 8%, i
CCn1c(=O)c2cc(C(=O)N(CCCOC(C)C)Cc3ccco3)sc2c2ccccc21
 : ?, ·, ·, -11%, ·, -14%, ·, ·, i
COc1cc2oc3ccccc3c2cc1N(CC(=O)N(C)C)S(=O)(=O)c1ccccc1
 : 0%, -5%, 11%, 0%, 10, 8%, -4%, 2%, i
O=C(NNC(=S)NCc1ccc(Cl)cc1)c1ccc2c(c1)OCO2
 : 3%, 0%, 6%, 4%, -1, ·, 1%, -87%[inhibitor], i
COCCCn1c(SCC(=O)N2CCOCC2)nnc1-c1ccco1
 : -18%, -12%, -19%, -4%, 3, -6%, -13%, 3%, i
COc1ccc(Oc2nc(C)cc(C)c2S(C)(=O)=O)cc1
 : -22%, 0%, -9%, -2%, 12, -11%, -1%, -128%[inhibitor], i
COc1ccc(/C=C(/NC(=O)c2ccco2)C(=O)N2CCCCC2)cc1
 : ·, -3%, -6%, ·, 16, 0%, 17%, -11%, i
NC(=NC1CCCCC1)c1ccc([N+](=O)[O-])cc1
 : 5%, 8%, -5%, 18%, 9, -8%, 12%, -9%, i
Cc1ccc(S(=O)(=O)NC(Cc2ccccc2)C(=O)NN)cc1 (configuration not stated)
 : 0%, 0%, 2%, 1%, 3, 1%, 11%, ?, i
COc1ccc(NS(=O)(=O)c2cccc(C(=O)NNC(=O)c3cc(S(N)(=O)=O)ccc3OC)c2)cc1
 : -5%, 1%, 1%, -6%, 25, -6%, -6%, -115%[inhibitor], i
CC(C)P(=O)(c1cccc(C(=O)O)c1)C(C)C
 : -3%, 2%, -4%, 21%, 6, -10%, -1%, ?, i
CSc1ncc(C(=O)Nc2ccc(C(C)=O)cc2)c(-c2ccccc2)n1
 : -8%&-1%, 0%, -1%, 0%&-2%, 25, 24%, 0%, 14%, i
CC(CCN1CCC(CN2C(=S)NCC2Cc2ccccc2)CC1)c1ccccc1 (configuration not stated)
 : 0%, -2%, ?, 13%, ?, -8%, -2%, 0%, i
Cc1ccccc1NC(=O)N1CCCC1C(=O)NCc1cccs1 (configuration not stated)
 : 1%, 2%, -2%, 0%, -19, -2%, -2%, 6%, i
O=C(Nc1ccc(Cl)c(S(=O)(=O)N2CCCCC2)c1)c1cccnc1
 : -3%, -12%, 2%, -28%, 0, 0%, -12%, ?, i
CCOc1ccc2ncc3c(-c4ccccc4)nn(CC(=O)Nc4cccc(F)c4)c3c2c1
 : 1%, ·, ·, 12%, ·, -7%, ·, ·, i
COC(=O)C(C)NC(=O)C(C)NC(=O)OCc1ccccc1 (configuration not stated)
 : 6%, 0%, 3%, -10%, -11, -7%, 3%, 0%, i
O=C(NCC1CCCO1)c1ccc(Oc2ccc([N+](=O)[O-])cc2Cl)cc1 (configuration not stated)
 : ?, -6%, 2%, -3%, 9, ·, 1%, 0%, i
CS(=O)(=O)N1CCN(c2nc(-c3ccccc3)cs2)CC1
 : ?, -2%, 0%, 2%, ?, 2%, 2%, -3%, i
C=CCN1c2ccccc2[C@]23C[C@@H](C(=O)OC)N(C(=O)c4ccco4)C2=NC(C(=O)OC)=C(C(=O)OC)[C@H]13
 : 27%, 2%, 8%, 4%, 59, -16%, -8%, -6%, ?
CCc1ccc2oc(C(=O)N3CCN(C)CC3)cc(=O)c2c1
 : 10%, 2%, 0%, 1%, 4, ·, 17%, -14%, i
CC(=O)c1ccc[n+](CC(=O)NC(C)c2ccccc2)c1 (configuration not stated)
 : 14%, 3%, 1%, 7%, 20, -14%, 16%, -5%, i
CC(=O)Nc1ccc(C(=O)N/C(=C/c2ccccc2)C(=O)NCc2ccco2)cc1
 : 9%, 5%, -1%, 0%, -1, -7%, 9%, -1%, i
CCc1noc(C)c1C(=O)NCCc1ccc(S(N)(=O)=O)cc1
 : -3%, 2%, ?, -16%, -6, 4%, -7%, -52%[inhibitor], i
CC1CN(C(=O)COC(=O)c2cc(S(N)(=O)=O)c(Cl)cc2Cl)CC(C)O1 (configuration not stated)
 : -6%, 1%, 7%, -4%, 4, 2%, 16%, -4%, i
O=C1c2ccccc2C(=O)N1Cc1cc(-c2ccccc2)no1
 : -2%, -4%, ?, 5%, -3, -1%, 2%, ?, i
CCCCOCCCNC(=O)Cc1ccccc1OC
 : -3%, 0%, -10%, 6%, 23, 0%, 0%, -7%, i
Nc1nc(N)c2c(ccc3nccc32)[nH]1
 : -16%, 4.6µM*, ?, ?, 17, ·, 5.8µM*, 20%, ?
Cc1ccc(C(=O)CN(CCC(=O)O)C(=O)c2ccncc2)cc1
 : ?, 12%, -9%, 12%, 16, 30%, -1%, 2%, i
COc1cccc(C(=O)CC(=O)C(=O)Nc2ccc(C)cc2Cl)c1
 : -5%, 14%, ?, 7%, 31, -6%, 5%, 18%, i
COc1cc(/C=N/NC(=O)c2cccc(C(=O)N/N=C/c3ccc(O)c(OC)c3)n2)ccc1O
 : 27%, -16%, -2%, -2%, 8, -7%, 0%, -3%, i
CC(C)CC(=O)n1nc(-c2cccnc2)nc1NCc1ccc(F)cc1
 : 6%, ·, ·, -23%, ·, 1%, ·, ·, i
O=C(O)COc1ccc(C(=O)c2ccccc2)cc1
 : 9%, 5%, -3%, 6%, 12, ·, 0%, -24%, i
Cc1cccc(C)c1NC(=O)COC(=O)C1C2CC3OC(=O)C1C3C2 (configuration not stated)
 : 0%, 6%, -1%, 2%, 20, -6%, 0%, -2%, i
OC(C1=CC(=Cc2ccncc2)c2ccccc21)c1ccncc1 (configuration not stated)
 : ?, -30%, 15%, -25%, -59*, 23%, 3.3µM*, -7%, i
CC(=O)c1ccc(NC(=O)C[n+]2ccccc2)cc1
 : 8%, 0%, -1%, 2%, 19, ·, 11%, ?, i
Cc1cc(C)n(CCC(=O)Nc2ccc3c(c2)OCCO3)n1
 : -13%, -2%, -1%, 2%, -8, ·, 4%, 4%, ?
COc1ccc(C2CC(=O)c3sc(N)nc3C2)cc1 (configuration not stated)
 : -2%, 11%, 0%, 13%, 0, 2%, 10%, -3%, i
COCCCNc1nnc(Cc2ccccc2)c2ccccc12
 : -26%, 8%, 16%, 0%, -21, -11%, 10%, -5%, i
CCOC(=O)C1=NN(C(=O)COc2ccccc2)C(O)(c2ccc(Br)cc2)C1 (configuration not stated)
 : 9%, 10%, -7%, 18%, 13, -10%, -6%, -21%, i
COc1ccc(CNC(=O)c2ccc3c(c2)CCN3S(=O)(=O)c2ccc(C)cc2)cc1
 : -12%, ·, ·, -9%, ·, -16%, ·, ·, i
COc1ccccc1NC(=O)c1ccc(Cl)c(S(=O)(=O)NCc2ccco2)c1
 : 26%, 1%, 5%, 8%, -4, 8%, 9%, -8%, i
CSCC[C@H](NC(=O)CCNC(C)=O)c1nc2ccccc2[nH]1
 : -7%, 0%, 6%, 13%, 15, -24%, 12%, 4%, i
COCC(=O)N1C[C@H]2CON(C)[C@H]2C[C@H]1c1cccc(-c2ccccc2)c1
 : 3%, 1%, ·, 13%, 0, 11%, 1%, ·, i
CCCC(=O)N1CCN(c2ccc(NC(=O)c3ccco3)cc2)CC1
 : 10%, 17%, -1%, 12%, 24, 11%, 25%, -3%, i
CCCN1C(=O)c2ccccc2NC1c1ccc(OC)cc1OC (configuration not stated)
 : ?, -7%, -12%, 5%, -3, 5%, 0%, ?, i
CCOC(=O)C1CCCN1C(=O)C1(NC(C)=O)CCCC1 (configuration not stated)
 : -1%, 13%, 0%, 0%, -4, 0%, 4%, 4%, i
Cc1ccccc1CN1C[C@@H]2C[C@@H](c3cn[nH]c3-c3ccccc3)N3CCC[C@@]23C1=O
 : -28%, 0%, 12%, 12%, -63*, -9%, -15%, 11%, i
CC(C)NC(=O)c1cc2c(=O)n3ccccc3nc2s1
 : 17%, 10%, 1%, -4%, -11, -4%, 11%, -4%, i
CCc1ccc(S(=O)(=O)NCc2cn3c(C)csc3n2)s1
 : -11%, -6%, 8%, -1%, 38, -21%, -1%, -7%, i
NC(=O)CC(NC(=O)Cc1ccc(Br)cc1)c1ccc(NCCOc2ccccc2)c([N+](=O)[O-])c1 (configuration not stated)
 : 0%, -7%, 2%, 9%, 0, -9%, 0%, -12%, ?
CC(C)CC(=O)Nc1ccc2nc(SCC(=O)N3CCc4ccccc43)sc2c1
 : -22%, ·, ·, -13%, ·, -20%, ·, ·, i
CC(NC(=O)Nc1cccc(F)c1)c1ccc2c(c1)OCO2 (configuration not stated)
 : 11%, -2%, 3%, -2%, 13, 10%, 1%, 4%, i
CC(C)CCNC(=O)COC(=O)c1ccc(Br)o1
 : 24%, 23%, 3%, -1%, 1, -2%, 9%, -3%, i
Cc1c(C(=O)C(=O)NCCCn2ccnc2)c2ccccc2n1C
 : 3%, 23%, 8%, -3%, 15, -22%, 17%, -2%, i
COc1ccc(OCCNC(=O)c2ccccc2OCC(=O)Nc2ccc(NC(C)=O)cc2)cc1
 : -7%, -3%, 17%, -27%, 3, -7%, -9%, 24%, i
CCC(=O)Nc1cc(C(=O)O)ccc1Sc1ccc(C)cc1
 : 0%, 4%, ?, -2%, 1, -15%, 1%, -63%[inhibitor], i
Cc1csc2nc(COC(=O)c3cccc(N(C)C)c3)cc(=O)n12
 : 0%, 17%, -7%, 1%, 22, 13%, 3%, -3%, i
O=C(O)c1ccccc1NS(=O)(=O)c1cccc(C(F)(F)F)c1
 : 10%, 8%, -3%, -7%, 2, 3%, -3%, -13%, i

# Screening data from PubChem BioAssay.
